Source: PubChem (National Center for Advancing Translational Sciences (NCATS))
D3 antag = antagonists of human D3 dopamine receptor; P35462; D3R cells, DiscoveRx beta-arrestin luminescence, antagonist mode; hits give low values; max response, negative = inhibition, %; 2.5% of 360,000 active; AID 652054; in the data active = max response below about -50%; inconclusive = no clear call, values can overlap the other calls; also: % is scaled to controls: 0 for no effect and ±100 for the full control effect; mostly tested at two doses, the higher about 12 µM
Target sequence (P35462 whole entry, looked up): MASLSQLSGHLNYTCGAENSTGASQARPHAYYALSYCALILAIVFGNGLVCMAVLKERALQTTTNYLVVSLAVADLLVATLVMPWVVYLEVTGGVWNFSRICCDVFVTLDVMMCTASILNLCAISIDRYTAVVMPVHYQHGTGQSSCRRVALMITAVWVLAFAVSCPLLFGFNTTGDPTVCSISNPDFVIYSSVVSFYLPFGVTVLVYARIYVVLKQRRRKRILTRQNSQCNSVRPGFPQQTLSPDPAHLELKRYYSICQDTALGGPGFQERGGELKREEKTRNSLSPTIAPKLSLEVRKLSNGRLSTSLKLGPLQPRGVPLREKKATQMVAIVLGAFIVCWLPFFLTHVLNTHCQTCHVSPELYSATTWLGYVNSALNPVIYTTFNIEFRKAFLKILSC
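Cells plated overnight at 1500 cells/well, then exposed to library compounds with dopamine controls for 90 minutes at 37 degrees C. DiscoveRx reagent added for 30–60 minutes at room temperature; luminescence read, quantitative HTS format.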
SW480 rereplic = inducers of DNA re-replication in SW480 colon cancer cells; AID 624297; 1.8% of 340,000 active; SW480 DNA re-replication, Hoechst DNA content imaging, 48 h; Potency, µM (titrated, usually from 46.1 µM), for the others: top-dose re-replication activation, usual class: activators; also: potency is read from the fitted curve at half-maximal effect; % of control where 0% means no effect; nearly all actives have a fitted effect of over 55% in size
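Cells (250 per well) received 23 nL compound or DMSO by pin tool and were kept 48 hr at 37 C, 5% CO2. Nuclei were then stained with Hoechst for 40 min and scanned for DNA content.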
KB-V1 MDR tox = kills drug-selected multidrug resistant KB-V1 cells. KB-V1 MDR cells viability, CellTiter-Glo, 72 h. Potency, µM (titrated, usually from 46.1 µM), inactives show at the highest dose activity change, negative = cytotoxicity, usual class: cytotoxic. 3.4% of 400,000 active; also: potency is read from the fitted curve at half-maximal effect; % is scaled to controls: 0 for no effect and ±100 for the full control effect; nearly all actives have a fitted effect of over 60% in size
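Following 72 h at 37 degrees C with compound, KB-V1 cell viability was read by CellTiter-Glo luminescence, medium being phenol-red-free DMEM plus 10% FBS; concentration-response parameters came from normalized, curve-fitted qHTS data.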
GLP-1R agonist = agonists of human GLP-1 receptor | P43220 | Potency, µM (doses to about 45.6 µM), inactives show top-dose activation, most hits filed as activators | 0.007% of 380,000 active | HEK293 GLP-1R CRE-luciferase, luminescence, 4-6 h; cells express a hypersensitive GLP-1R form; also: potency is read from the fitted curve at half-maximal effect; % of control where 0% means no effect
Target sequence (P43220 whole entry, looked up): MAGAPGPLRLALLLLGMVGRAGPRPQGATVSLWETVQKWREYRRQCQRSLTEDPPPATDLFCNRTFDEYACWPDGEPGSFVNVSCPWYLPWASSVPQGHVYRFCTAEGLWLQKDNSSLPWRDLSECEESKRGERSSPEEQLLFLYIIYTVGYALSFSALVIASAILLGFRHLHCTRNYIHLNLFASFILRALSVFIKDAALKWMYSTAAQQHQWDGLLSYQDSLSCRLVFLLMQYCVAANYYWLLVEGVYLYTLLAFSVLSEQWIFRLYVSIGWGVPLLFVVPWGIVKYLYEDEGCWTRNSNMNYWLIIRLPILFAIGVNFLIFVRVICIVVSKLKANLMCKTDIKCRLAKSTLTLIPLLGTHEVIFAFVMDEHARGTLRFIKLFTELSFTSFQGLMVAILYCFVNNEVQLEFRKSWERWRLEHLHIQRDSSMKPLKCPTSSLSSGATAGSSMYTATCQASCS
D3 ag = D3 dopamine receptor (human) agonism | P35462 | D3R DiscoveRx beta-arrestin cells, luminescence, 90 min | max activation, % | 0.58% of 410,000 active | AID 652048; in the data active = max activation above about 30%; also: 0% is about no effect; mostly tested at two doses, the higher about 12 µM
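Agonist mode: compounds and dopamine controls were applied to plated cells for 90 min at 37 degrees C after an overnight attachment at 1500 cells/well. Luminescent read-out followed 30 - 60 minutes at room temperature with DiscoveRx detection reagent.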
HT1080 IDH1KD tx = toxicity to HT-1080 IDH1 knockdown cells (counter line) | HT-1080 IDH1 knockdown viability, ATP luminescence, 48 h | 2% of 360,000 active | Potency, µM (series often up to 46.1 µM), inactives show at the highest dose activity, negative = toxicity, actives largely listed as cytotoxic | AID 686971;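 also: potency is read from the fitted curve at half-maximal effect; 0% = DMSO wells and -100% = cell-free medium wells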
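After a 2 h attachment period, IDH1KD HT-1080 cells took pin-transferred compound for 48 h at 37 °C; ATP-based luminescence after 10 min room-temperature reagent incubation reported viability.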
IL1B secr inh = blocks inflammasome-driven IL-1 beta release; activity change, % at 57.5 µM; AID 743279; THP-1 LPS/ATP IL-1B secretion, AlphaLISA, 16 h; hits give low values; 4.7% of 360,000 active; in the data active = activity change below about -50%; inconclusive = mostly about -30% to -49%; also: % is scaled to controls: 0 for no effect and ±100 for the full control effect
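Secreted IL-1B measured by AlphaLISA bead assay after 16 h compound exposure of THP-1 cells; compounds (final up to 57.5 uM) added 1 h before LPS (250 ng/mL) and ATP (1.25 mM) stimulation; lower signal means less secretion.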
KB-3-1 cytotox = kills parental KB-3-1 adenocarcinoma cells. KB-3-1 viability, CellTiter-Glo ATP luminescence, 72 h. Potency, µM (series often up to 46.1 µM), for inactives: top-dose activity change, negative = cytotoxic, hits mostly cytotoxic. 1.4% of 400,000 active; also: potency is read from the fitted curve at half-maximal effect; % is scaled to controls: 0 for no effect and ±100 for the full control effect; nearly all actives have a fitted effect of over 60% in size
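Cytotoxicity measured as CellTiter-Glo luminescence after 72 h at 37 C. Compound titrations were pinned onto drug-naive KB-3-1 parental adenocarcinoma cells grown in DMEM with 10% FBS, and normalized data fitted to concentration-response curves.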
HT1080NT lethal = kills 2HG-producing HT-1080-NT fibrosarcoma cells. HT-1080-NT fibrosarcoma viability, CellTiter-Glo ATP luminescence, 48 h. Potency, µM (doses to about 46.1 µM), for inactives: at the top dose activity, negative = less viability, actives largely listed as cytotoxic. 1.6% of 360,000 active;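 also: NT is the 2HG producing partner of a matched IDH1 knockdown line; potency is read from the fitted curve at half-maximal effect; 0% = DMSO-treated cells and -100% = media-only wells without cells; nearly all actives have a fitted effect of over 55% in size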
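Read-out is CellTiter-Glo luminescence after 10 minutes at room temperature, following 48 hours' compound treatment of HT-1080-NT cells (750 cells/well, RPMI, 5% FBS, 37 degrees C).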
Starred values were filed as active, the others as inactive; ? = inconclusive; · = not tested or not shown; [ ] = remark or other dose. Unless noted, calls follow the shape of the dose curve; as a rule, active = well fitted curve in the direction sought with a large enough effect; inconclusive = small, poorly fitted or top-dose-only effect, or another doubt; inactive = no such curve, though single readings can be large; an effect the other way counts as inactive or inconclusive.

Compound	D3 antag	SW480 rereplic	KB-V1 MDR tox	GLP-1R agonist	D3 ag	HT1080 IDH1KD tx	IL1B secr inh	KB-3-1 cytotox	HT1080NT lethal
Cn1c(=O)c2c(ncn2CC(=O)N2CCCc3ccccc32)n(C)c1=O	28	1%	8%	11%	6	6%	-11	16%	7%
CCCCNC(=O)N1CCN(Cc2ccc(F)cc2)CC1	3	-4%	-6%	-5%	-5	-1%	-9	-6%	-2%
Cc1cc(C(=O)N(C)CC2CCCN(CCc3ccc(F)cc3)C2)c(C)o1 (configuration not stated)	-19	0%	?	-5%	-11	-12%	-4	6%	-21%
CC1(C)O[C@H]2OC([C@H](O)CON3C(=O)c4ccccc4C3=O)[C@H](O)[C@H]2O1 (some centres not stated)	?	-8%	3%	0%	-14	10%	4	0%	5%
O=C(Nc1ccccc1N1CCOCC1)c1cccc(S(=O)(=O)Nc2ccccc2F)c1	3	5%	-24%	4%	9	4%	6	-13%	-3%
COc1ccc(CNc2nc3c(c(=O)[nH]c(=O)n3C)n2Cc2ccccc2)cc1	12	0%	?	3%	-4	-18%	21	0%	-1%
CCn1c(SCC(=O)N/N=C/c2cccs2)nc2ccccc21	-23	4%	0%	11%	-7	1%	-11	-1%	8%
N#CCSc1nc(N)c(C#N)c(C2CCCCC2)c1C#N	0	-2%	-2%	?	1	-16%	-17	2%	-16%
O=C(CN(C(=O)CCC(=O)Nc1ccccn1)c1ccc2c(c1)OCO2)NCc1ccc(F)cc1	-1	-2%	-27%	1%	-8	-5%	1	11%	-6%
O=C(O)c1ccccc1-c1ccccc1C(=O)Nc1nc2ccccc2s1	-2	4%	3%	-1%	10	2%	15	10%	5%
Cc1ccc(NS(=O)(=O)c2cc3c4c(cccc4c2)C(=O)NC3=O)cc1	-22	1%	-15%	9%	-7	?	14	?	?
COC(=O)C1(C)CCCC2(C)C3CCC(C(C)C)C(CO)C3C(CO)CC12 (configuration not stated)	-11	·	?	0%	7	-6%	-60*	2%	-19%
O=C(NCc1ccccc1)C(c1ccccc1)N(Cc1cccs1)C(=O)c1cnccn1 (configuration not stated)	17	11%	23µM*	0%	2	-4%	-3	-22%	-13%
Cc1ccc2c(c1)N(CC(=O)N1CCOCC1)C(=O)CO2	?	-23%	17%	4%	-14	10%	11	9%	10%
CSc1ccccc1NC(=O)c1ccccc1C	1	46%	0%	8%	-5	3%	-28	0%	1%
Cc1cc(SCC(=O)N/N=C/c2ccc(O)cc2O)nc2ccccc12	22	12µM*	17%	10%	11	?	118	?	?
Cc1ccc(S(=O)(=O)N2CCOCC2)cc1NC(=O)COC(=O)COc1ccccc1[N+](=O)[O-]	-12	0%	15%	7%	1	13%	10	-7%	-3%
Cc1cccc(OCCC(=O)N(C)CC(=O)Nc2cccc3ccccc23)c1	2	-10%	10%	4%	11	-3%	-9	6%	-1%
CCN(Cc1ccccc1)C(=O)c1ccc2c(=O)n3c(nc2c1)CCC3	-8	-2%	10µM*	16%	-4	19%	9	-3%	4%
COc1ccc(NC(=O)CN(C)C(=O)c2c(-c3c(F)cccc3Cl)noc2C)cc1	1	-2%	-14%	-9%	1	2%	-1	26%	3%
COc1ccc(C(=O)NNC(=S)NC(=O)c2ccc(F)cc2)cc1Br	92	-22%	?	-8%	4	?	81	0%	?
CC1(C(=O)NS(=O)(=O)c2ccc(F)cc2F)CCN1C(=O)CC1CCCC1 (configuration not stated)	1	·	-5%	-1%	3	15%	-18	-1%	21%
Cc1ccc(S(=O)(=O)N(C)C)cc1NC(=O)COC(=O)/C=C/c1cnc2ccccc2n1	4	?	9%	-2%	-9	-9%	9	-25%	-2%
Cc1ccc(C(=O)N2c3ccccc3N=C(c3ccccc3)C2C(=O)NC(C)C)cc1 (configuration not stated)	-19	·	?	·	-5	-28%	-1	?	?
CC12CN3CC(C)(CN(C1)C3c1cc3ccccc3[nH]1)C2=O (configuration not stated)	35	-19%	7%	-11%	-7	8%	35	-10%	0%
Cc1cc(C)cc(NC(=O)CCCN2C(=O)C(c3ccccc3)Oc3cccnc32)c1 (configuration not stated)	0	3%	-19%	22%	1	-4%	0	1%	-19%
CCOC(=O)C1(Cc2ccc(OC)cc2)CCN(C(=O)c2cc3ccccc3[nH]2)CC1	5	7%	-2%	15%	3	?	-27	4%	-4%
COC(=O)C1=C(CSc2nc3ccccc3o2)NC(=O)NC1c1cc(C)ccc1C (configuration not stated)	18	14%	-7%	-14%	4	?	-20	-23%	-27%
COc1ccc(NC(=S)N(CCC(C)C)C2CCN(C(C)C)CC2)cc1Cl	?	21µM*	13%	16%	-19	-13%	?	2%	-19%
Cc1ccc(-n2c(Cn3cnc4ccccc43)nnc2SCC(=O)O)cc1	18	-7%	-6%	-6%	3	1%	20	10%	9%
O=C(NNc1nc2ccccc2s1)c1ccc(F)cc1	8	?	?	1%	-6	-12%	3	-1%	10%
S=c1[nH]nc(-c2ccccn2)n1/N=C/c1ccccc1	-52*	-54%[inhibitor]	1%	17%	-3	18%	18	20%	16%
COC(=O)c1cccc(Cn2c(Cl)c(/C=N/Nc3ccccc3C)sc2=O)c1	-19	10µM*	?	18%	-2	1%	0	-1%	-20%
N#CC(c1ccc(Cl)cc1)c1nc2ccccc2nc1C(F)(F)F (configuration not stated)	-13	65%	-23%	1%	-7	-6%	21	9%	-9%
O=C(CCS(=O)(=O)c1cccc2nonc12)NC1CCCCCC1	9	-11%	-3%	-2%	3	16%	0	0%	3%
CCOc1ccc(C(=O)OCC(=O)NCCNC(=O)COC(=O)c2ccc(OCC)cc2)cc1	1	4%	-1%	2%	2	-1%	24	9%	2%
Cc1cccc(NC(=O)c2nc[nH]c2C(=O)Nc2ccccc2F)c1	5	·	-19%	5%	1	6%	9	-25%	26%
COc1ccccc1C(=O)N1CCN(C(=O)c2ccncc2)CC1	-5	-1%	22%	1%	-2	13%	32	-1%	8%
CC(C)(C)C1CCC(=NNS(=O)(=O)c2ccc(Br)cc2)CC1 (configuration not stated)	?	-5%	7%	-6%	4	0%	6	5%	3%
COC(=O)c1sccc1NC(=O)CSCCc1ccncc1	10	-17%	-25%	2%	6	7%	13	9%	9%
N/C(COc1ccc(Cl)cc1Cl)=N\NS(=O)(=O)c1ccccc1	-13	-1%	4%	5%	0	-12%	-10	-5%	-10%
COc1ccc(C(=O)NCCNc2nc3c(C)cccc3cc2C#N)cc1	25	15%	-9%	30%	1	1%	?	-3%	1%
O=C(C1=C[C@H](c2ccc3c(c2)OCO3)C[C@H](OCCCCO)O1)N1CCN(Cc2ccccc2)CC1	-26	8%	?	7%	-2	2%	-7	0%	0%
CCC(CC)c1nnc(NC(=O)C2CSC3(C)CCC(=O)N23)s1 (configuration not stated)	13	-4%	-30%	-2%	5	15%	9	4%	10%

Eight compounds already listed, ordered by length of the SMILES, lowest first:
Compound	D3 antag	SW480 rereplic	KB-V1 MDR tox	GLP-1R agonist	D3 ag	HT1080 IDH1KD tx	IL1B secr inh	KB-3-1 cytotox	HT1080NT lethal
O=C(NNc1nc2ccccc2s1)c1ccc(F)cc1	8	?	?	1%	-6	-12%	3	-1%	10%
COC(=O)c1sccc1NC(=O)CSCCc1ccncc1	10	-17%	-25%	2%	6	7%	13	9%	9%
S=c1[nH]nc(-c2ccccn2)n1/N=C/c1ccccc1	-52*	-54%[inhibitor]	1%	17%	-3	18%	18	20%	16%
COc1ccccc1C(=O)N1CCN(C(=O)c2ccncc2)CC1	-5	-1%	22%	1%	-2	13%	32	-1%	8%
O=C(CCS(=O)(=O)c1cccc2nonc12)NC1CCCCCC1	9	-11%	-3%	-2%	3	16%	0	0%	3%
COc1ccc(C(=O)NCCNc2nc3c(C)cccc3cc2C#N)cc1	25	15%	-9%	30%	1	1%	?	-3%	1%
CC(C)(C)C1CCC(=NNS(=O)(=O)c2ccc(Br)cc2)CC1 (configuration not stated)	?	-5%	7%	-6%	4	0%	6	5%	3%
CCOc1ccc(C(=O)OCC(=O)NCCNC(=O)COC(=O)c2ccc(OCC)cc2)cc1	1	4%	-1%	2%	2	-1%	24	9%	2%

Compounds as they come, and some 12% of all compounds hit somewhere here.
